proCasp3 act: procaspase-3 (human) activation; P42574; activation, % at 8.5 µM; recombinant procaspase-3 D3A, Ac-DEVD-pNA absorbance 405 nm; 330,000 compounds, 0.11% hits;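 active means activation above the mean of all tested compounds plus 3 SD, cut at about 21% in these data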;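 further: 0% = DMSO alone and 100% = DMSO wells spiked with extra 5 µM PC-3 D3A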
Target sequence (P42574 whole entry D9A/D28A/D175A): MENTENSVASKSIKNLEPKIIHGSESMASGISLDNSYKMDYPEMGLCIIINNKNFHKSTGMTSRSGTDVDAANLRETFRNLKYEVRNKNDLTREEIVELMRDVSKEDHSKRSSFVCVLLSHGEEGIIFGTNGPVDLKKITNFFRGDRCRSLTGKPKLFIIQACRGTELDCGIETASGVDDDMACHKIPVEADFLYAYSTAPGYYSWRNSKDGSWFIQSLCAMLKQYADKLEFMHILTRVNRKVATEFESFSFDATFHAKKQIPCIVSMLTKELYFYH
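Assay system – Procaspase-3 D3A mutant · Benchmarks – DMSO low control, extra-enzyme high control · Technique – 405 nm absorbance of p-nitroaniline, reads at 0 and 120 min · Doses – 8.5 µM nominal · Measure – % activation between DMSO and enzyme-spiked controls · Also added – Ac-DEVD-pNA chromogenic peptide substrate · Schedule – 1 h compound preincubation, 2 h substrate hydrolysis at 25 °C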
TPT1 inhibitor: inhibitors of Candida albicans tRNA 2'-phosphotransferase TPT1 | recombinant caTPT1, FP RNA substrate dephosphorylation | inhibition, % at 5 µM | 300,000 compounds, 0.81% hits;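 active means inhibition above the mean of all tested compounds plus 3 SD, set per screening campaign, cut at about 24% in these data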;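 further: plate controls were DMSO alone for no effect and ferristatin control at 100 nM for full effect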
proCasp7 act: counter-screen: procaspase-7 (human) activation; 330,000 compounds, 0.093% hits; activation, % at 8.5 µM; P55210; recombinant procaspase-7, Ac-DEVD-pNA absorbance 405 nm; D23A/D198A/D206A triple mutant, cannot self-cleave; scale: DMSO 0, 5 µM enzyme 100;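 active means percent activation above the screen-wide mean plus 3 SD, cut at about 25% in these data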
Target sequence (P55210 whole entry D23A/D198A/D206A): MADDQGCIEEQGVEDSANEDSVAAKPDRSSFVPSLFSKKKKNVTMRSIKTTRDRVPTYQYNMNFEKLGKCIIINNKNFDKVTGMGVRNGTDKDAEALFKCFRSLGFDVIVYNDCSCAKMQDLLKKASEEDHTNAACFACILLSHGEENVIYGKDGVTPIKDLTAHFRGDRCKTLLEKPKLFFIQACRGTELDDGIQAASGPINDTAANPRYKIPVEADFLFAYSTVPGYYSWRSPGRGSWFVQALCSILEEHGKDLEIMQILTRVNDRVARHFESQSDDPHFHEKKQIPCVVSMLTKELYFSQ
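System: Uncleavable procaspase-7 mutant enzyme; Amount: 2 µM procaspase-7 mutant as dispensed; Schedule: 1 h compound preincubation, 2 h substrate cleavage, 25 °C; Measured by: 405 nm absorbance of p-nitroaniline; Evaluation: percent activation from buffer-corrected 0–120 min absorbance change; Control set: low DMSO alone, high DMSO plus 5 µM PC-7.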
Fh CTSL1 inh: blocks F. hepatica cathepsin L1 in PFM18AAP counter-screen. recombinant F. hepatica cathepsin L1, Z-Leu-Arg-MCA fluorescence. inhibition, % at 5.96 µM. 300,000 compounds, 0.49% hits;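 active means inhibition above the mean of all tested compounds plus 3 SD, set per screening campaign, cut at about 17% in these data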;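 further: 0% = plate median of test compound wells and 100% = 1 µM Z-Phe-Ala-diazomethylketone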
Efflux pump mplx: inhibitors of Candida antifungal efflux pumps expressed in yeast; S. cerevisiae Candida pump triplex, Nile Red efflux; inhibition, % at 10 µM; 330,000 compounds, 0.44% hits; AID 485275;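 active means plate passing quality check with inhibition over a set limit, or well fluorescence over plate mean plus 4 SD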;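 further: Nile Red retained in pooled yeast measured as flow cytometry median fluorescence; 0% = buffer negative control and 100% = Enniatin B positive control; higher means more Nile Red kept so more efflux inhibition; some compounds called inactive have numbers as strong as hits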
PP5 inh: inhibitors of human protein phosphatase 5 (PP5); inhibition, % at 6.7 µM; purified PP5c, OMFP substrate fluorescence; AID 1987; 320,000 compounds, 0.18% hits;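 active means inhibition above the campaign's mean inhibition across all tested compounds plus 3 SD, cut at about 9.5% in these data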;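 further: 0% = DMSO only and 100% = 100 µM cantharidin control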
GASC-1 inh: inhibitors of human GASC-1 (JMJD2C) demethylase | Q9H3R0 | GST-JMJD2C(1-420) H3K9me3 demethylation, DELFIA europium | inhibition, % at 2.35 µM | 330,000 compounds, 0.069% hits | AID 2099;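 active means more than half of a compound's replicate wells show inhibition beyond 50%, single wells judged on their own value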;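 further: signal counts dimethyl H3K9 product captured on neutravidin plate; 0% = median of DMSO wells and 100% = 0.3 times that DMSO median; strong numbers were not always called active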
Target sequence (Q9H3R0 1-420 limits assumed): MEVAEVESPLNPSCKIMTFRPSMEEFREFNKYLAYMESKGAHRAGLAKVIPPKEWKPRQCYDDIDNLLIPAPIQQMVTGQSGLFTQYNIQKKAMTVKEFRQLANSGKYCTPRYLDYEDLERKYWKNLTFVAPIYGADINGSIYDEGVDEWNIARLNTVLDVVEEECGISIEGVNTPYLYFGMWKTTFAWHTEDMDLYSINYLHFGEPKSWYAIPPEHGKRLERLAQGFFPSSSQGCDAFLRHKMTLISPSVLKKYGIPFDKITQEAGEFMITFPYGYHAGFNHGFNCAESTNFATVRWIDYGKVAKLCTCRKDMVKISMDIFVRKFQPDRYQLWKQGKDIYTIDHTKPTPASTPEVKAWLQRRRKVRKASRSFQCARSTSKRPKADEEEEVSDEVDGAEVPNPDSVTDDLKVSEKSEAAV
PP1 counter: blocks human PP1-alpha phosphatase, a PP5 counter-screen; P62136; purified PP1alpha, OMFP fluorescence; inhibition, % at 6.7 µM; 320,000 compounds, 0.9% hits;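 active means inhibition above the mean inhibition of all tested compounds plus 3 SD, computed separately for each screening campaign, cut at about 15% in these data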
HCV core dimer: blocks dimerization of HCV core protein. TR-FRET GST/Flag-core106 dimerization, 1536-well. inhibition, % at 5 µM. 300,000 compounds, 0.33% hits. AID 1899;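 active means inhibition above the mean of all tested compounds plus 3 SD, set per screening campaign, cut at about 45% in these data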
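test system = GST/Flag-tagged HCV core106 proteins | probe or stimulus = Eu donor and XL665 acceptor anti-tag antibodies | times = compound-protein-antibody incubation 4 h at 22.5 °C | signal = TR-FRET, excitation 340 nm, emission 617 and 671 nm | measure = percent inhibition of core106 dimerization signal | controls = wells lacking GST-core106 and wells with excess unlabelled core106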
Active calls of the source: *; x = no result given; & = joins results of further samples. Outcome played no part in choosing rows; about 2.9% have a hit in one of these screens.

SMILES	proCasp3 act	TPT1 inhibitor	proCasp7 act	Fh CTSL1 inh	Efflux pump mplx	PP5 inh	GASC-1 inh	PP1 counter	HCV core dimer
O=C(CCc1ccncc1)N1CCCC(Nc2ccc(F)c(F)c2)C1 (stereo not given)	8	-3	-8	2	0.0	4.0	-13	-1	0
O=C(COC(=O)c1cncc(Br)c1)NCc1cccs1	8	x	4	x	-0.2	x	0	x	x
CCOC(=O)Cn1cnc2scc(-c3ccc(C)c(C)c3)c2c1=O	5	-1	-13	6	-0.1	2.0	-4	0	1
Cc1onc(-c2c(Cl)cccc2Cl)c1C(=O)N1CCc2ccccc2C1	-4	1	14	-4	-0.1	-0.6	-1	-4	2
CCn1cc(C(=O)O)c(=O)c2cc(OC)ccc21	7	0	11	0	0.0	0.4	1	-2	2
Cn1nnc2cc(C(=O)NCc3ccco3)ccc21	-3	-6	-3	-2	-0.1	1.0	-1	0	-1
COc1ccc(CC(=O)Nc2ccccc2-c2ccccc2)cc1OC	-6	5	0	1	0.5	5.7	1	-2	-10
COc1cccc(OCc2cc(C(=O)NCC3CCCCC3)no2)c1	2	0	-3	-1	0.1	1.2	20	0	-10
S=C(/N=c1/sccn1Cc1ccccc1)NC1CC1	-14	4	-22	-3	1.3*	-4.2	-39	-6	-1
Nc1nc(SCC(=O)NC2CCCCC2)n[nH]1	-5	-1	2	1	0.2	1.2	-1	-1	-14
CC1(C)CC(=O)C=C(Nc2cccc(Cl)c2Cl)C1	-12	2	6	4	0.1	-3.2	-6	-2	-2
CSc1ccccc1C(=O)Nc1nccs1	2	3	8	0	-0.2	1.1	-46	-3	1

3 entries from above, with each value named.
> COc1cccc(OCc2cc(C(=O)NCC3CCCCC3)no2)c1
  proCasp3 act: 2	TPT1 inhibitor: 0	proCasp7 act: -3	Fh CTSL1 inh: -1	Efflux pump mplx: 0.1	PP5 inh: 1.2	GASC-1 inh: 20	PP1 counter: 0	HCV core dimer: -10

> Cc1onc(-c2c(Cl)cccc2Cl)c1C(=O)N1CCc2ccccc2C1
  proCasp3 act: -4	TPT1 inhibitor: 1	proCasp7 act: 14	Fh CTSL1 inh: -4	Efflux pump mplx: -0.1	PP5 inh: -0.6	GASC-1 inh: -1	PP1 counter: -4	HCV core dimer: 2

> CSc1ccccc1C(=O)Nc1nccs1
  proCasp3 act: 2	TPT1 inhibitor: 3	proCasp7 act: 8	Fh CTSL1 inh: 0	Efflux pump mplx: -0.2	PP5 inh: 1.1	GASC-1 inh: -46	PP1 counter: -3	HCV core dimer: 1

The results go on.
SMILES	proCasp3 act	TPT1 inhibitor	proCasp7 act	Fh CTSL1 inh	Efflux pump mplx	PP5 inh	GASC-1 inh	PP1 counter	HCV core dimer
O=C(Nc1cccc2cccnc12)c1ccccc1Br	-5	0	2	3	-0.2	-0.1	0	-3	5
COC(=O)c1ccccc1NC(=O)c1c(O)c2c([nH]c1=O)CCCC2	7	-4	0	-4	0.1	4.4	-1	-4	10
Cn1c(SCC(=O)N2CCN(c3ccccc3)CC2)nnc1-c1c[nH]c2ccccc12	9	3	4	-4	0.1	-0.3	3	4	-7
O=C(CN1CCc2ccccc2C1)Nc1ccccc1C(=O)NC1CC1	5	x	12	x	-0.1	-0.9	x	-3	x
COC(=O)CCc1cccc(CCC(=O)OC)c1	7	0	-1	-2	0.0	1.7	-17	-2	4
CCOC(=O)C1(CC2CC2)CCN(C(=O)c2cccnc2C)CC1	7	-1	5	-3	0.0	-2.7	-1	2	-1
CCCCNC(=O)CNC(=O)c1nn(-c2ccc(OC)cc2OC)c(=O)c2ccccc12	6	-2	6	2	0.1	2.0	-17	-2	0
CCOC(=O)c1cnc2ncnn2c1N	1	0	9	-5	0.1	1.5	-2	1	-1
Cc1nc2c(ccc3nc(NC(=O)Cc4cccc5ccccc45)sc32)s1	-3	2	-2	0	-0.1	1.9	15	4	29
Cc1cc(=O)n2nc(N3CCCC(C(=O)NCc4ccccc4Br)C3)sc2n1 (stereo not given)	1	-1	-4	-3	0.0	1.8	-1	-1	2
Cc1nnc(SCC(=O)Nc2cccc(C(F)(F)F)c2)n1Cc1ccco1	-6	1	9	3	0.0	2.4	-3	-1	3
c1ccc(Oc2ccc(-c3ccnc4nc(N5CCN(c6ccccc6)CC5)nn34)cc2)cc1	-8	13	2	-2	0.3	2.7	-7	-2	15
Cc1cc(C)n(-c2ccc(NC(=O)C3CCCCN3C(=O)c3sccc3C)cc2)n1 (stereo not given)	6	1	-4	2	0.0	5.7	25	1	6
CSCCC(NC(=O)c1ccccc1)C(=O)O (stereo not given)	4	-1	10	7	0.0	0.7	2	-3	-10
CCN(CC)S(=O)(=O)c1ccc(Cl)c(C(=O)NC(C)C(c2cccs2)N2CCCC2)c1 (stereo not given)	0	0	3	-4	0.1	-0.4	17	0	0
O=C(N/N=C1/CCc2ccccc21)C1CC1	10	-1	11	1	0.0	-1.6	-12	-3	1
CNC(=O)COc1coc(CN2CCN(C(=O)c3ccco3)CC2)cc1=O	-1	-5	-4	-2	-0.1	0.8	-1	-3	-2
Cc1nccn1CC(=O)N/N=C/c1cccs1	1	-3	2	2	-0.1	0.2	-6	-2	-4
O=C(CCNC(=O)c1ccccc1)Nc1ccc(Cl)c(S(=O)(=O)N2CCCCC2)c1	1	x	6	x	0.2	x	-2	x	x
COc1ccc(NS(=O)(=O)c2cccc(NC(=O)C34CCC(CC3)C4)c2)cc1	5	0	1	-1	0.1	6.1	14	2	-2
CCN(CC)S(=O)(=O)c1cc(C)c(C)cc1OCC(=O)NC1CCCC1	6	0	7	2	-9.7	3.6	-2	2	1
CC(C)c1cccc(C(C)C)c1OC(=O)[C@H]1OC(C(C)(C)C)=C[C@@H]1c1ccccc1	8	x	0	x	0.0	0.1	-2	-1	x
CCNC(=S)N(Cc1cc2cc(C)c(C)cc2[nH]c1=O)C1CCCC1	-1	0	1	-18	0.1	0.7	2	-2	8
COc1ccc2c(c1O)-c1ccccc1CCN(C)C2	3	-1	7	4	-0.1	3.3	-10	-3	0
O=C(CCc1nc2ccccc2c(=O)[nH]1)NCc1cccc(Cl)c1	3	0	2	-2	0.1	3.3	7	-1	2
Cc1cccc(N2CC(C(=O)O)CC2=O)c1C (stereo not given)	-4	-1	-6	1	0.0	-0.3	-18	-1	6
CCOC(=O)C1=C(C)NC(SCC(N)=O)=C(C#N)C1c1cccs1 (stereo not given)	-1	3	7	1	0.1	1.5	2	-2	1
Cc1cc(NC(=O)C(C)C)ncc1NC(=O)CCc1ccccc1	4	3	-4	-3	0.0	-0.2	10	-4	-1
O=C(Nc1ccccc1N1CCOCC1)c1ccc(S(=O)(=O)NCc2ccco2)cc1	-1	2	10	0	0.0	0.5	2	0	5
COc1ccc(S(=O)(=O)Nc2cccc(-c3ccc4nncn4n3)c2)cc1	-2	-2	8	2	-0.1	1.1	20	-4	-2
C/C(CC(=O)Nc1cccnc1)=N\NC(=O)C(=O)Nc1cccc(C)c1	6	1	3	-1	0.1	1.6	-3	2	3
CC(C)CCNC(=O)CN(C(=O)CCC(=O)Nc1nccs1)C1CCCCC1	5	-1	12	-2	0.1	3.3	32	-3	0
C/C(=N/NS(=O)(=O)c1ccc(Br)cc1)c1c[nH]c2ccccc12	6	-3	-5	-1	0.0	-2.0	-20	-2	-2
CCCCOC(=O)c1ccc(NC(=O)COC(=O)CN2C(=O)NC3(CCCC3)C2=O)cc1	-4	-2	-5	-17	-1.9	3.0	-3	0	11
O=C(CCc1ccccc1)NCC1OCCc2ccccc21 (stereo not given)	0	-3	-2	-1	-0.3	0.1	-44	-2	-4
CCOc1ccc(S(=O)(=O)Nc2ccn(C)n2)cc1	-1	x	-3	x	-0.1	0.4	x	-1	x
CCCCN(C(=O)CC1CCCC1)c1c(N)n(CC(C)C)c(=O)[nH]c1=O	0	2	17	-5	-0.1	0.0	-10	-4	-5
COc1ccc(-c2nc3c(=O)n(C)c(=O)[nH]c3n2CCc2ccccc2)cc1	9	1	17	-1	-0.1	-2.8	8&17	-1	1
COC(c1ccccc1)c1nnc(CCC(=O)NC2C3CC4CC(C3)CC2C4)o1 (stereo not given)	10	1	-1	-2	0.1	3.4	4	0	-2
COc1ccccc1NC(=O)Cn1nnc(-c2ccccc2NC(=O)c2cccs2)n1	-6	2	-9	0	0.0	5.6	0	-5	2
CCCCn1c(N)c(N(Cc2ccccc2OC)C(=O)C(C)Oc2ccc(Cl)cc2)c(=O)[nH]c1=O (stereo not given)	7	-2	8	2	-1.2	1.9	12	0	-1
COc1ccc(-c2nn(C)c(=O)c3ccccc23)cc1CNS(C)(=O)=O	12	-4	22	-2	0.1	2.1	2&-8	1	-4
Cc1ccc(S(=O)(=O)NCCN2CCN(S(=O)(=O)c3ccccc3Cl)CC2)cc1	-4	x	2	x	0.4	5.3	3	2	x
CC(C)(C)C(=O)Nc1sc2c(c1C#N)CCN(Cc1ccccc1)C2	-5	39*	4	-1	0.0	3.8	1	-2	-7
CCOC(=O)c1ccc(NC(=O)CCc2nnc3ccc(N4CCN(C)CC4)nn23)cc1	8	1	8	1	0.0	1.4	28	-3	-2
O=C(CSc1nnnn1-c1ccc(F)cc1F)Nc1ccccc1F	-9	7	12	3	0.8	-0.6	-1	0	-1
c1ccc(-n2c(Sc3cnccn3)nnc2-c2cccs2)cc1	9	0	8	0	0.1	-1.0	9	-2	2
NC(=O)C1CCN(c2c([N+](=O)[O-])cc(C(F)(F)F)cc2[N+](=O)[O-])CC1	10	2	-1	-1	0.0	-1.2	5	-1	-1
CCc1nc2nc(C)cc(Nc3cccc(C(F)(F)F)c3)n2n1	13	-5	8	2	0.2	2.2	0	0	-3
CCN1C(=O)/C(=C/c2ccc(C)o2)N(C)C1=S	4	-2	-6	0	-0.4	1.8	0	-2	-9
O=C(Cn1c(=O)sc2ccccc21)OC(CCl)CCl	-6	5	9	-2	0.1	2.9	-3	-1	0
COc1ccc(C(=O)Cn2cc([N+](=O)[O-])nc2C)cc1	0	-3	-1	-1	0.0	0.3	1	1	-4
Cc1cccc(N2CCN(S(=O)(=O)c3c(C)nc4scc(C)n4c3=O)CC2C)c1 (stereo not given)	9	0	5	3	0.0	-1.7	-11	-3	10
O=C(NC1(C(=O)NC2CCCCC2)CCCCC1)c1ccccn1	-1	0	-3	-1	0.0	0.7	-6	-3	-2
Cc1cccc(NC(=S)NCc2ccco2)c1C	9	-9	-5	0	-0.1	-0.6	-1	-3	-12
NC(=O)CSC1=Nc2ccccc2C2=NC(CC(=O)NCc3cccs3)C(=O)N12 (stereo not given)	-2	-4	0	1	0.0	-2.1	-12	-4	0
Cc1ccc(C(C)C)cc1S(=O)(=O)NCc1cccnc1	13	-1	7	0	0.1	1.9	-2	3	-4

Screening data deposited in PubChem BioAssay by several laboratories.
